# Compound activity from PubChem.
# IDE inh: inhibits human insulin-degrading enzyme in HEK cells; actives 0.41% (n = 320,000); AID 434962; P14735; FAbetaB cleavage, fluorescence polarization; inhibition, % at 5.59 µM;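 active means percent inhibition above the average of all tested compounds plus 3 SD, set per screening campaign, cut at about 16% in these data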;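 further: IDE supplied by intact live HEK cells; FP after avidin binding of uncleaved biotin substrate so inhibition keeps polarization high; 0% = DMSO wells and 100% = 60 µM reference IDE inhibitor Ii1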
# IMP-1 inh: inhibitors of Pseudomonas aeruginosa IMP-1 metallo-beta-lactamase; purified IMP-1, nitrocefin hydrolysis, epi-absorbance fluorescence; inhibition, % at 5.6 µM; actives 0.45% (n = 290,000);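 active means inhibition above the mean plus 3 SD of all compounds in the same screening run, cut at about 4.5% in these data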;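 further: 0% = IMP-1 with DMSO and 100% = DMSO wells lacking enzyme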
#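 System: Purified recombinant IMP-1 metallo-beta-lactamase enzyme | Measured by: Fluorescence quenching readout, ex 480/em 530 nm | Replication: Singlicate | Incubation: 15 min preincubation plus 25 min reaction at 25 °C | Evaluation: Percent inhibition from optical density relative to buffer-blank wells | Benchmarks: DMSO with and without IMP-1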
# IDE act: activators of human insulin-degrading enzyme in cells; P14735; HEK cells, FAbeta-B cleavage, fluorescence polarization; 0% vehicle, 100% cell-free pure enzyme wells; activation, % at 5.96 µM; actives 0.073% (n = 340,000);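 active means activation above the mean of all tested compounds plus 3 SD, set per screening campaign, cut at about 17% in these data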
# UBC9 SUMO inh: SUMOylation inhibition | AID 2006 | HTRF SUMOylation assay, SAE1/SAE2 + UBC9, in vitro | inhibition, % at 35 µM | actives 0.36% (n = 290,000); in the data active means inhibition above about 50%, passing the limit was not always enough; further: strong numbers were not always called active
# NS3 helicase inh: blocks Hepatitis C virus NS3 helicase unwinding; inhibition, % at 10.9 µM; NS3 helicase DNA unwinding, Cy5 molecular beacon fluorescence; actives 0.56% (n = 290,000);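 active means inhibition above the mean of all tested compounds plus 3 SD, set per campaign, cut at about 35% in these data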;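 further: 0% = DMSO wells and 100% = thioflavine S control wells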
#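 assay system = NS3 helicase fragment of HCV | buffer or medium = MOPS pH 6.5, MgCl2, DTT, Tween20, BSA | timing = 60 min unwinding reaction at 25 °C after ATP addition | signal = Cy5 beacon fluorescence read at start and 1 h | read-out basis = % inhibition of unwinding | control set = low DMSO, high thioflavine S at 110 µM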
# GalR3 antag: blocks the human galanin receptor 3; HEK293 GalR3-CNG cAMP membrane potential fluorescence; galR3 body fused to GalR1 C-terminus; inhibition, % at 3 µM; actives 0.44% (n = 360,000);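 active means inhibition above the screen-wide average plus 3 SD, cut at about 13% in these data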;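 further: forskolin and galanin both at EC90 stimulate the cells; cAMP rise reported by CNG channel membrane potential dye signal; 0% = forskolin plus galanin with DMSO and 100% = forskolin alone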
# CRFBP-R2 block: CRF-BP/CRF-R2 complex antagonism; HEK293 CRF-R2/CRF-BP, CRF-induced calcium fluorescence; inhibition, % at 11.8 µM; actives 0.59% (n = 350,000);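 active means inhibition of the ligand-induced calcium signal above about 50% at the single tested concentration, limit read from the data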
# p-CIP stab down: compounds decreasing mouse p/CIP protein stability | F442A p/CIP-EGFP cells, EGFP fluorescence, 16 h | decrease of EGFP signal, % at 10 µM | actives 0.01% (n = 290,000);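 active means EGFP signal decrease of at least 30% at 10 µM or well 3 SD below plate mean, unless failing retest; inactive means the rest, including hits failing retest or dose response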; further: some compounds called inactive have numbers as strong as hits; many of its hits are not listed in these tables
# VIM-2 inhibitor: inhibitors of Pseudomonas aeruginosa VIM-2 metallo-beta-lactamase | purified VIM-2, nitrocefin hydrolysis, epi-absorbance fluorescence | inhibition, % at 5.6 µM | actives 0.89% (n = 290,000);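 active means inhibition above the mean of all tested compounds plus 3 SD, cutoff set per screening run, cut at about 7.5% in these data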;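 further: red hydrolysis product quenches plate fluorescence so inhibitors raise well fluorescence; 0% = enzyme with DMSO and 100% = DMSO without enzyme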
# * hit, by the source's call; nt = no result given.
molecule	IDE inh	IMP-1 inh	IDE act	UBC9 SUMO inh	NS3 helicase inh	GalR3 antag	CRFBP-R2 block	p-CIP stab down	VIM-2 inhibitor
O=C(Nc1nccs1)C1CCN(S(=O)(=O)c2ccccc2)CC1	-4	-0.9	0	-8	3	-10	-3	-13	0.0
Clc1ccc(CSc2nnc(-c3sccc3-n3cccc3)o2)cc1	5	-1.8	4	13	4	-5	11	-9	-4.5
O=C(Cc1ccccc1)NC(C(=O)O)C(O)c1ccc([N+](=O)[O-])cc1 (stereo unspecified)	-4	-2.3	-1	10	-14	-3	2	-5	-1.2
O=C(CSc1ccc2nnc(-c3cccnc3)n2n1)Nc1ccc(F)cc1	-2	-1.2	2	7	4	-2	7	-15	3.1
CC(=O)c1ccc(OC(=O)Cc2cccc3ccccc23)cc1	0	1.0	2	-3	9	-7	5	2	1.7
CCC1CCCCN1CC(=O)Nc1ccc2c(c1)OCCO2 (stereo unspecified)	1	nt	2	nt	nt	-5	0	nt	nt
CC(CCc1ccc(O)cc1)NC1C2CC3CC(C2)CC1C3 (stereo unspecified)	4	-1.2	2	-2	-11	-4	-32	-11	-0.1
CN1CCN(CCNC(=O)c2ccc3nc(-c4ccc(F)cc4)c(-c4ccc(F)cc4)nc3c2)CC1	8	-2.8	1	7	-87	-2	-15	-2	0.6

# At a glance, 2 of the compounds above.
molecule	IDE inh	IMP-1 inh	IDE act	UBC9 SUMO inh	NS3 helicase inh	GalR3 antag	CRFBP-R2 block	p-CIP stab down	VIM-2 inhibitor
O=C(Nc1nccs1)C1CCN(S(=O)(=O)c2ccccc2)CC1	-4	-0.9	0	-8	3	-10	-3	-13	0.0
Clc1ccc(CSc2nnc(-c3sccc3-n3cccc3)o2)cc1	5	-1.8	4	13	4	-5	11	-9	-4.5

# The list goes on.
molecule	IDE inh	IMP-1 inh	IDE act	UBC9 SUMO inh	NS3 helicase inh	GalR3 antag	CRFBP-R2 block	p-CIP stab down	VIM-2 inhibitor
COc1ccc(/C=N/NC(=O)Cn2nc(C)c([N+](=O)[O-])c2C)cc1	2	-1.4	-1	-3	-3	0	-10	-2	-3.1
COc1ccc(C(=O)NC(=S)NNC(=O)c2ccco2)cc1	2	-2.8	-3	-30	5	3	-1	-19	-3.7
Cc1cc(C)cc(NS(=O)(=O)c2ccc(NC(=S)NC(=O)c3cccs3)cc2)c1	2	-2.7	3	-8	21	-13	-34	2	-4.5
CS(=O)(=O)N1CCN(Cc2ccccc2C(F)(F)F)CC1	4	-4.6	4	20	12	2	-2	-3	-3.0
COc1ccc(N2CCN(CCCNC(=O)C3CCC(CNc4nc(=S)[nH]c5ccccc45)CC3)CC2)cc1 (stereo unspecified)	1	-2.2	-1	-1	-15	-6	-3	0	-4.9
Cc1ccc(Nc2nc(CSc3nnc(-c4cccnc4)n3-c3ccccc3F)cs2)cc1	6	-3.8	-13	-14	15	-4	0	-7	-3.4
COc1cccc(/C=N/NC(=O)c2cc(-c3cccn3C)n[nH]2)c1	-2	-4.1	2	-9	13	-4	-12	-8	-0.4
CC(C)C(C(=O)Nc1ccc(S(=O)(=O)N2CCOCC2)cc1)N1C(=O)c2ccccc2C1=O (stereo unspecified)	-6	-3.2	-1	1	-12	-6	-48	-4	-2.5
COc1ccc(-c2n[nH]c(=S)n2-c2ccc3c(c2)OCCO3)cc1OC	-3	-1.4	3	8	12	11	-14	-15	18*
CCCCCC(=O)N1CCCC(c2nc(-c3ccc(OC)cc3)no2)C1 (stereo unspecified)	-1	-1.5	-4	9	-2	-5	-1	-2	-1.6
O=C(COC(=O)c1ccc2c(=O)n3c(nc2c1)CCC3)Nc1ccc(OC(F)F)cc1	5	-2.2	3	8	7	10	-10	7	0.0
Cc1ccc(-c2noc(CN(C(=O)C(c3ccccc3)c3ccccc3)C(C)C)n2)cc1	4	0.0	5	-30	-15	-7	-3	0	-3.0
Fc1cccc(NC(=S)N2CCCC2)c1	1	-2.6	2	6	8	-5	3	-1	-5.6
COc1ccc(Cc2nnc(N/N=C/c3ccc(N(C)C)cc3)[nH]c2=O)cc1OC	-1	-1.6	-2	7	0	-7	8	-7	-2.2
COc1ccc(/C=N/NC(=O)Cn2c(Cc3ccc(OC)c(OC)c3)nc3ccccc32)cc1OC	-1	-1.1	1	-3	-6	3	-34	-7	-0.5
CC1CCN(S(=O)(=O)c2ccc(NC(=O)CN3C(=O)NC(C)(c4ccccc4)C3=O)cc2)CC1 (stereo unspecified)	-3	nt	3	nt	nt	-4	-5	nt	nt
O=C(c1ccco1)N1CCN(Cc2ccccc2F)CC1	3	-0.8	7	24	7	-5	-12	-19	-2.1
COc1ccc(NC(=O)Cn2cnc3ccccc3c2=O)cc1OC	4	-4.1	1	4	-1	-7	5	6	-2.0
Cc1ccc2oc(-c3ccco3)cc(=O)c2c1	1	-2.2	-6	3	1	-7	3	-7	-0.1
COc1ccc(S(=O)(=O)N(C)CC(=O)N2CCN(c3ccc(F)cc3)CC2)cc1OC	1	-4.5	0	15	4	-3	9	-8	-2.6
O=C(c1cc2cc(Cl)ccc2oc1=O)N1CCCCCCC1	0	-4.9	5	-7	0	-9	-12	-3	-0.4
CCOC(=O)c1ccc2nc(C)c3c(c2c1)OC(C)C3 (stereo unspecified)	1	-4.3	0	0	-3	-5	-3	-16	-0.5
CC1CCCCN1CC(=O)Nc1ccc(Oc2ccccc2)cc1 (stereo unspecified)	7	-2.7	0	4	-12	-1	-28	-2	-4.4
Cc1oc(-c2cccc(F)c2)nc1CN1CCCN(C(=O)c2ccco2)CC1	3	-3.3	1	3	2	-9	-7	-6	-2.8
Cc1cc(C)c(-n2c(SCc3nc4ccccc4s3)n[nH]c2=O)c(C)c1	-1	-3.7	0	-12	-3	5	0	-24	0.6
COC(=O)C1=C(Cn2cnc3ccccc32)NC(=O)NC1c1cc(C)ccc1C (stereo unspecified)	3	-4.1	3	26	-19	1	-6	-13	-4.9
COc1cc(C2NC(=O)NC(C)=C2C(=O)OC2CCCCC2)cc(Cl)c1O (stereo unspecified)	12	-3.6	-14	1	7	-9	15	-12	-1.7
Cc1ncc([N+](=O)[O-])n1Cc1ccc(F)cc1	-3	-3.4	-4	5	5	-2	9	-5	0.2
COc1cc(NS(=O)(=O)c2ccc(NC(=S)NC(=O)c3sc4ccccc4c3Cl)cc2)nc(OC)n1	0	-0.3	2	1	-14	-3	-8	-3	-2.4
Cc1ccccc1-c1nc2sc(-c3ccccc3)cc2c(=O)o1	4	-1.2	0	-4	17	-4	-12	-3	-0.3
CCOc1ccc(Oc2ccc(-c3nnc(-c4ccccc4)o3)cc2[N+](=O)[O-])cc1	3	-1.8	1	22	6	-1	0	-3	-2.0
Cc1c(Cl)cccc1Nc1nc(N)nc(CSc2ncccn2)n1	-2	-4.9	2	-8	3	2	-16	-5	-3.9
CCOc1cc(/C=C(\C#N)c2[nH]nc(N)c2C#N)ccc1O	12	-0.6	-2	-3	2	-3	9	-12	0.1
CCOC(=O)c1ccccc1N/C=C1\CCCC1=O	3	-1.7	0	11	-3	-3	1	-6	12*
CN(C)c1nc(N)nc(Cn2ccnc2)n1	6	-3.1	-4	5	4	2	8	-5	8.8*
O=C(COC(=O)/C(=C/c1cccs1)c1cccs1)NC(c1ccccc1)c1ccccc1	4	-1.2	9	11	5	-3	3	6	-5.0
CC(NC(=O)COC(=O)c1ccc2ccccc2n1)c1ccccc1 (stereo unspecified)	1	nt	4	nt	nt	-4	22	nt	nt
Cc1cc(C)n(CC(C)C(=O)O)n1 (stereo unspecified)	-1	-0.2	4	13	-7	3	-8	4	-4.6
Cc1ccc(O)c(NC(=S)NC(=O)CC(C)C)c1	-5	-2.5	2	0	4	-5	1	-9	-5.9
O=[N+]([O-])c1ccc(N2CCN(c3cccc(Cl)c3)CC2)nc1	5	-4.0	2	1	10	-11	-1	-8	-2.5
COc1ccc(C(=O)N[C@H](C(=O)OCC(=O)NC(=O)c2cccn2C)C(C)C)cc1	3	0.3	7	-12	1	0	5	2	-0.6
COc1ccc(C(=O)OC(C)C(=O)NC2CCCCC2C)cc1S(=O)(=O)N1CCOCC1 (stereo unspecified)	10	nt	1	nt	nt	-2	5	nt	nt
Cc1ccc(/C=C/C(=O)NC2CCCCCCC2)o1	4	-0.5	3	6	10	-2	7	-8	-3.4
Cc1ccc2nc(N(CCCN(C)C)C(=O)c3cc4ccccc4oc3=O)sc2c1	10	-0.1	-1	6	-19	-13	-10	1	-1.4
O=C(/C=C/c1c(Cl)nc2ccccn12)Nc1ccc(F)cc1	2	-3.5	-4	9	-3	-3	-3	-5	-2.9
O=C(OCC(=O)c1ccc[nH]1)c1ccc(S(=O)(=O)N2CCCCCC2)cc1	-5	-0.7	-3	18	-2	6	-2	3	-0.8
Cc1cccc(CC(=O)Nc2cccnc2)c1	8	-4.1	3	0	-1	1	9	-5	-3.4
COc1cc(OC)c2c(-c3ccccc3)cc(=O)oc2c1C(CC(=O)N1CCCC1)c1ccc2c(c1)OCO2 (stereo unspecified)	-2	nt	0	8	nt	3	4	-21	nt
CCn1cc(CNC(=O)/C=C/c2ccc([N+](=O)[O-])cc2)cn1	2	-1.9	1	-6	4	-2	6	-4	-1.0
COc1ccc(/C=C/C(=O)OCC(=O)NC(=O)NC(C)(C)C)cc1	1	-0.8	0	10	0	-6	-22	-1	-1.3
NS(=O)(=O)c1ccc(NC(=O)COC(=O)C2(c3ccccc3F)CCCC2)cc1	9	-2.9	1	2	-17	-5	12	0	-1.1
COC(=O)c1cc(NC(=O)c2ccc(F)cc2)cc(C(=O)OC)c1	4	-1.1	4	23	-8	-3	-3	-1	-1.2
Cc1cc(C)c(NC(=O)CNC(=O)c2ccccc2OCc2c(C)noc2C)c(C)c1	6	nt	1	nt	nt	6	-8	nt	nt
O=C(Nc1ccccc1N1CCN(C(=O)c2ccccc2)CC1)c1ccco1	6	-1.9	3	9	12	-4	7	-9	-2.8
O=C(NC1CCCCC1)c1ccc(S(=O)(=O)N2CCCCC2)cc1	2	0.1	5	-13	-8	-3	-14	-18	-0.1
Cc1ccc(OCCC(=O)OCC(=O)Nc2c(C)nn(-c3ccccc3)c2C)cc1	-3	nt	3	nt	nt	-1	-3	nt	nt

# Remaining list, next part:
molecule	IDE inh	IMP-1 inh	IDE act	UBC9 SUMO inh	NS3 helicase inh	GalR3 antag	CRFBP-R2 block	p-CIP stab down	VIM-2 inhibitor
Cn1c(N)c(C(=O)CSc2nnc3n2CCCCC3)c(=O)n(C)c1=O	0	nt	2	nt	nt	-3	6	nt	nt
CCN(c1ccccc1)c1nc(=O)c2cccnc2s1	7	-2.5	-19	9	-7	-7	29	-6	-4.2
COC(=O)c1c(NS(=O)(=O)Cc2ccccc2)sc2c1CCCC2	2	-1.2	-2	0	7	-5	6	-10	-3.5
COc1ccc(C)cc1S(=O)(=O)NC(C)C(=O)Nc1ccc2c(c1)OCO2 (stereo unspecified)	1	0.7	-3	0	0	-7	9	3	-0.5
